Bioassay records deposited in PubChem by several laboratories.
p47phox inh = blocks human p47phox regulatory protein of NADPH oxidases; P14598; AID 1274; 0.53% of 220,000 active; inhibition, % at 24.7 µM; p47phox/p22phox peptide binding, fluorescence polarization, 2 h;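 active = inhibition above about 30%, limit read from the data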;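 note: 0% = p47phox with labelled peptide and 100% = labelled peptide alone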
Target sequence (P14598 whole entry, looked up): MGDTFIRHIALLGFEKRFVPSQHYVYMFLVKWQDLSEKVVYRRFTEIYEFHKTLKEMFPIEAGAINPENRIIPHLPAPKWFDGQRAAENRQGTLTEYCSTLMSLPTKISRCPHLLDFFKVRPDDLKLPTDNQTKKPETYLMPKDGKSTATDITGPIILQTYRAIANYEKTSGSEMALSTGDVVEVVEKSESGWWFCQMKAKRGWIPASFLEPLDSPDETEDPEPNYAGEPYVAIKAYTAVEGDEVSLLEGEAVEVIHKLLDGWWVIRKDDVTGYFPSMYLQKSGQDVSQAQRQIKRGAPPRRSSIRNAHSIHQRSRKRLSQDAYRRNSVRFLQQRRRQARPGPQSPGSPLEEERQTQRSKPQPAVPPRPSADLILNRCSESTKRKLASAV
EBV gp42 block = blocks Epstein-Barr virus glycoprotein 42 binding; 0.42% of 220,000 active; Q1HVG2; Fluorescence polarization binding assay, mP read-out; inhibition, % (tested at 21.74 µM); in the data active = inhibition above about 50%
CHOP inh = inhibitors of CHOP induction in ER stress response; AID 2732; inhibition, % at 10 µM; 3.8% of 220,000 active; CHO-K1 CHOP-promoter luciferase, tunicamycin-induced, 15-18 h;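 active = compounds that reduced the stress-induced luciferase reporter signal by more than about 70% of percent inhibition, limit read from the data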;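 note: 0% = tunicamycin plus vehicle and 100% = wells without tunicamycin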
PPC-1+TRAIL kill = compounds killing PPC-1 cancer cells with TRAIL present (potentiator screen, no TRAIL-free arm) | PPC-1 cells + TRAIL, ATPLite viability luminescence | cell killing (% activity), % at 4 µM | 0.41% of 220,000 active | AID 1443;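 active = cell killing above 50% in the first pass at 4 µM, then a duplicate retest at 5 µM averaging 50% or more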;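 note: plate controls were cells with TRAIL plus DMSO for no effect and medium-only wells lacking cells for full effect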
TNF death inh = blocks TNF-alpha induced death of Jurkat FADD-/- cells. Jurkat FADD-/- TNF necroptosis rescue, ATP luminescence, 24 h; 0 = TNF only, 100 = no-TNF cells. activation (protection from cell death), % at 10 µM. 0.068% of 220,000 active;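 active = activation, meaning protection from cell death, of at least 50% relative to plate controls; inactive = activation below 50%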;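 note: necroptosis triggered by 40 ng/mL TNF-alpha added together with compound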
TRPML3 ag = agonists of human TRPML3 channel; Q8TDD5; HEK293 TRPML3-YFP, Fluo-8 calcium fluorescence; 100% = the carbachol control signal; activation, % at 3 µM; 0.29% of 220,000 active; AID 1448;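 active = activation above its plate's cutoff, the mean activation of the plate's test wells plus 3 SD, cut at about 12% in these data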;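 note: 0% = DMSO only wells and 100% = carbachol wells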
Target sequence (Q8TDD5 whole entry, looked up): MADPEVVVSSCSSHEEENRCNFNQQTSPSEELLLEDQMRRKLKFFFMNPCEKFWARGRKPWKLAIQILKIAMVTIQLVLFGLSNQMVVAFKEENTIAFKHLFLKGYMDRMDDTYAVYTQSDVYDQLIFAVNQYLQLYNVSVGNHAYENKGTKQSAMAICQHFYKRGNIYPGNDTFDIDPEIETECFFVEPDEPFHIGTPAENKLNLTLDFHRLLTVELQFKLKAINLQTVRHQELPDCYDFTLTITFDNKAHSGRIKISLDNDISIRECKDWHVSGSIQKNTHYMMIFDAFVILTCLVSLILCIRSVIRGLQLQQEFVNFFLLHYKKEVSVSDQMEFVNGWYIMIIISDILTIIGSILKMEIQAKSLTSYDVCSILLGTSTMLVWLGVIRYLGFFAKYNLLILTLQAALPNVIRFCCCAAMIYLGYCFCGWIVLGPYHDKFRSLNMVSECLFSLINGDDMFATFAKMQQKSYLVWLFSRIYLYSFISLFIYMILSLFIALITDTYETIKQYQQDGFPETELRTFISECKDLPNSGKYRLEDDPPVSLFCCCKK
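Material: TRPML3-YFP stable HEK293 cells | Dosing: One concentration, 3 µM nominal, 0.3% DMSO | Timing: 125 s total fluorescence read per well | Technique: Fluo-8 calcium dye fluorescence, ex 470-495, em 515-575 nm | Measure: Percent activation from peak-to-basal fluorescence ratio, scaled between DMSO and carbachol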
MDM2 E3 inh = Mdm2 E3 ligase (human) inhibition | cell-based MDM2 ubiquitination luciferase reporter, 2 h; 0 = plate control, 100 = twice control, blank-subtracted | signal enhancement, % at 5 µM | 0.11% of 210,000 active | AID 1230;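 active = signal enhancement of 30% or more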;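 note: luminescence tracks abundance of the self-degrading MDM2-luciferase fusion protein; higher signal means inhibition of MDM2 E3 ligase activity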
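Timing – 2 h compound exposure at 37 °C · Assay system – mammalian cells stably expressing self-ubiquitinating, self-degrading MDM2 E3–luciferase fusion · Amount – 2000 cells seeded into each well · Measure – % luminescence enhancement versus blank-corrected plate control mean · Measured by – SteadyLite luminescence, 15 min reagent step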
zfTRPN1 agonist = zebrafish TRPN1 (NompC) channel agonism. activation, % at 3 µM. HEK293 zebrafish TRPN1-YFP, Fluo-8 calcium fluorescence; 100% = response to 87 µM carbachol. 0.18% of 220,000 active. AID 1424;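 active = activation above its plate's cutoff, the mean activation of test wells on that plate plus 3 SD, cut at about 19% in these data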;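 note: 0% = DMSO alone and 100% = 87 µM carbachol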
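Material – zebrafish TRPN1-YFP in HEK293 cells · Doses – 3 µM single point · Schedule – dye 1 h 37 °C plus 30 min RT · Signal – Fluo-8 calcium fluorescence, excitation 470-495 nm, emission 515-575 nm · Read-out – % activation versus carbachol response · Control set – carbachol high, DMSO low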
Runt-SMMHC FRET = inhibitors of human RUNX1 Runt domain binding to CBFb-SMMHC; Q01196+Q13951; Cerulean-Runt/Venus-CBFb-SMMHC FRET ratio 530/480, 1 h; inhibition, % at 20 µM; 0.74% of 220,000 active; AID 1434;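 active = mean inhibition across duplicate retests at 20 µM reaching about 50%, limit read from the data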;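 note: 0% = DMSO wells and 100% = wells with excess untagged CBFb-SMMHC; inhibitors lower the FRET ratio by blocking Runt binding to CBFb-SMMHC; some results filed as inactive read as strong as hits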
* = called active by the depositor; nt = no result given; & = joins results of further samples.

SMILES	p47phox inh	EBV gp42 block	CHOP inh	PPC-1+TRAIL kill	TNF death inh	TRPML3 ag	MDM2 E3 inh	zfTRPN1 agonist	Runt-SMMHC FRET
COc1ccc(S(=O)(=O)N2CCOC2CNC(=O)C(=O)NCc2cccnc2)cc1OC (centres undefined)	0	-4	-7	-6	0.6	0.6	-17	-0.6	4
CCC1=C(OC(=O)N(CC)CC)N2C(=O)OC(=NCC3CC3)[C@]2(Cc2ccccc2)[C@H]2C1=CC[C@H]1C(=O)N(c3ccccc3)C(=O)[C@H]12	-30	-13	16	-16	1.3	nt	15	nt	-7
O=C(CSC1=NCCS1)NC(c1ccccc1)c1ccccc1	-19	-3	33	8	-14	0.4	8	-0.1	6
CN(CCCNC(=O)c1cc2c(Cl)nc3ccccc3c2s1)Cc1ccccc1	13	-3	2	23	0.0	2.1	-11	3.7	-3
Cc1ccc(S(=O)(=O)N2CCN(S(=O)(=O)N(C)C)CC2)cc1	-9	-1	12	-5	-0.1	1.6	-1	-0.4	4
CCOC(=O)C(=O)c1csc(NC(=O)COc2ccc(N(C)S(=O)(=O)c3ccc(F)cc3)cc2)n1	0	-8	33	6	-0.8	0.4	-11	5.5	0
C/C(Cc1ccccc1)=N\NC(=O)CNC(=O)c1ccc2c(c1)OCCO2	-2	-1	15	10	3.0	0.2	-5	-1.4	1
O=C(CCn1c(=O)oc2ccccc21)NCc1ccc2c(c1)OCO2	-1	-4	23	29	3.7	-0.4	-10	-0.4	-2
COc1cccc(OC)c1-c1nnc(-c2cn(C)c3ccccc23)o1	-18	-18	15	28	1.0	0.3	0	1.3	-3
CCCNC(=O)C1CCN(S(=O)(=O)c2ccc3nc4c(c(C(=O)O)c3c2)CCCCC4)CC1	1	-12	29	14	0.7	0.3	-27	0.5	1
CCC(C)C(=O)Nc1nnc(SCC(=O)Nc2ccc(F)cc2)s1 (centres undefined)	-1	-5	21	nt	-0.1	-0.5	-14	0.1	nt
N/C(=N\O)C1COc2ccccc2O1 (centres undefined)	0	-8	-6	0	0.2	0.3	-6	-0.2	3
COc1ccccc1-c1nnc(SC)n1C	-3	-10	14	23	0.7	0.2	-12	0.6	-3
O=C1CCC(=O)N1c1ccccc1-c1ccccc1	-8	-10	12	13	-0.1	-0.1	-23	0.6	1
C=CCNC(=O)CSc1nc2sc(C)c(C)c2c(=O)[nH]1	-5	-15	39	9	4.1	-0.1	-13	0.4	-1
COc1ccc(-n2c(SCC(=O)Nc3cc(C)on3)nc3c([nH]c4ccccc43)c2=O)cc1	-6	-3	11	21	-0.3	0.2	-9	2.1	2
CCN(CC)CCNC(=O)c1ccc(N2CCCCC2)c(NS(=O)(=O)c2ccc(C)cc2)c1	-7	-10	72*	9	-0.3	1.6	-16	-0.6	1
Nc1[nH]n(-c2ccccc2)c(=O)c1N=Nc1ccc2c(c1)OCO2	9	-2	-13	13	0.2	-0.3	nt	-2.3	-8
COc1ccc(CN(C(=O)COc2ccccc2)c2ccccc2C(=O)O)cc1	-13	-12	6	31	0.2	0.2	-14	-0.3	-3
CCOc1ccccc1C1NC(=O)NC(C)=C1C(=O)OC1CCCCC1 (centres undefined)	-3	0	32	11	0.2	-0.3	-4	-0.7	1
CC(C)C(=O)Nc1ccc2c(c1)oc1ccccc12	-14	2	-24	24	3.3	0.5	nt	-1.0	-6
COc1ccc(Cl)cc1NC(=O)CSc1nncn1-c1cccnc1	-23	-10	10	-6	-0.9	0.2	-5	0.4	-1
Cc1ccc(N(CC(=O)NC2CCCCC2)C(=O)Cn2nnc(-c3ccc(C)o3)n2)cc1	-6	5	14	2	1.0	-0.3	-16	-0.4	0
CCC(C)NC(=O)NC1C(NC(=O)NC(C)CC)N(C)C(=O)N1C (centres undefined)	0	3	-27	2	1.3	0.3	-15	0.1	-1
CC(=O)CSc1nnc(-c2ccncc2)n1C	-24	-10	3	10	-0.4	1.4	-15	1.5	0

Other compounds follow.
SMILES	p47phox inh	EBV gp42 block	CHOP inh	PPC-1+TRAIL kill	TNF death inh	TRPML3 ag	MDM2 E3 inh	zfTRPN1 agonist	Runt-SMMHC FRET
O=C(Nc1ccccc1-c1nnn(CC(=O)N2CCCc3ccccc32)n1)c1ccc(Cl)cc1	-17	-9	-16	12	-0.9	0.6	-14	-0.1	-1
CC(COc1cccc2ccccc12)CN1CCN(C)CC1 (centres undefined)	2	-12	29	29	8.2	1.0	-7	0.7	2
O=C(O)c1ccccc1C(=O)NCCc1c(C(=O)O)[nH]c2ccc(F)cc12	-6	-1	-10	2	1.9	1.0	-10	1.1	-2
CCCOP(=O)(OCCC)C(Nc1ccc(C(C)C)cc1)c1ccc([N+](=O)[O-])cc1 (centres undefined)	-9	1	19	2	-0.3	0.3	-6	0.8	-13
O=C(CN1CCC(NC(=O)c2ccco2)CC1)Nc1cccc2ccccc12	-29	-9	31	-10	0.9	0.2	0	-0.2	0
CC1CCN(C(=O)C(C)c2ccc([N+](=O)[O-])cc2)CC1 (centres undefined)	-10	-10	-1	11	1.5	0.2	-1	-2.5	-1
Cc1ccc(-c2cn3cccnc3n2)cc1NC(=O)c1cccs1	-3	-3	17	2	2.1	-0.2	-6	-0.3	-4
CCOc1ccccc1N1CN(Cc2ccccc2)CNC1=S	-9	-4	3	9	3.4	-0.4	-6	-1.0	-2
COc1cc(OC)c(C(=O)Nc2ccc(N(C)C)cc2)cc1OC	-6	-4	-3	6	1.0	0.1	-15	-0.4	4
CCN(CC)c1ccc(NC(=O)CSc2nnc(N)s2)cc1C	-4	6	17	2	0.2	0.6	-14	-0.2	0
CCC(C)CCCCNC1=NCCS1 (centres undefined)	-1	-13	13	32	4.4	1.4	5	0.5	-6
O=C(c1cccs1)N1CCN(Cc2ccccc2)CC1	-6	-6	11	30	0.8	1.1	8	0.6	0
Cc1cc(C)nc(NS(=O)(=O)c2ccc(N3C(=O)c4ccccc4C3=O)cc2)n1	-19	-7	17	3	1.0	0.1	-5	-0.8	2
COc1cccc(-n2nnc3c(=O)n(CC(=O)N4CCCc5ccccc54)cnc32)c1	-2	8	-2	13	-1.1	0.6	nt	1.2	-2
O=C(N/N=C/c1cc(Cl)cc([N+](=O)[O-])c1O)c1cc(-c2ccccn2)nc2ccccc12	6	13	24	-17	-6.6	0.5	nt	0.9	-8
O=C1CN(C(=O)CNCc2cccc(Cl)c2)c2ccccc2N1	-4	-11	14	-7	3.1	0.9	-7	-0.3	1
COc1ccccc1N1CCN(Cc2cn[nH]c2-c2ccc(F)cc2)CC1	-8	-19	10	-7	5.6	-0.2	-9	-1.3	-2
CCOC(=O)c1ccc(NC(=S)N(CCCN2CCCCC2)Cc2ccco2)cc1	-17	2	3	24	2.4	0.5	-7	-0.5	6
Cc1ccc(S(=O)(=O)CCSc2n[nH]c(=O)n2-c2ccccc2)cc1	-10	-15	1	-7	2.1	0.7	-11	2.1	-1
CCn1cc(C(=O)O)c(=O)c2cnc(N3CCN(C(=S)NC(=O)c4ccc(Br)cc4)CC3)nc21	2	-6	17	22	8.9	1.2	-2	3.0	0
COc1ccccc1NC(=O)CCC(=O)c1ccc(-c2ccccc2)cc1	-59	-97	16	-3	1.0	0.6	nt	1.0	-4
CCOC(=O)C1=C(C)NC(=S)N(C(C)=O)C1c1ccc(Cl)cc1 (centres undefined)	9	5	69	11	-5.6	-0.2	-11	-0.3	1
Cc1ccc(S(=O)(=O)N(C)CC(=O)OCC(=O)c2c(N)n(C)c(=O)n(C)c2=O)cc1	2	-10	23	4	0.6	0.5	-7	2.5	0
CCOc1ccc(-n2c(SCC(=O)Nc3ccccc3C)n[nH]c2=O)cc1	-7	4	30	-12	-0.7	-1.1	-3	-1.0	0
Cc1ccccc1CC1(CO)CCCN(C(=O)c2cccc(Cl)c2)C1 (centres undefined)	7	5	8	14	0.8	0.6	-4	4.6	2

Further compounds.
SMILES	p47phox inh	EBV gp42 block	CHOP inh	PPC-1+TRAIL kill	TNF death inh	TRPML3 ag	MDM2 E3 inh	zfTRPN1 agonist	Runt-SMMHC FRET
c1csc(-c2nc(-c3ccc(-c4ccon4)s3)no2)c1	-44	-23	18	20	1.5	1.1	-35	-0.4	0
Cc1c(C(=O)Nc2ccc(F)cc2)c2ccccn2c1CCc1ccncc1	3	2	5	26	1.1	0.2	-16	-0.2	-5
COc1ccc(-n2c(=O)cc(N3CCN(Cc4ccccc4)CC3)[nH]c2=O)cc1	0	-3	21	nt	-0.9	1.1	-18	1.4	-1
CCOC(=O)/C(C#N)=C\c1c(C)cc(C)c(COC(C)=O)c1C	-14	1	23	6	0.2	-0.5	-2	-2.2	4
Clc1cccc(-c2ccc(C=Nc3ccc(N4CCOCC4)cc3)o2)c1Cl	0	-7	36	15	1.3	-0.9	0	-1.7	-2
CCn1c(CNC(=O)COc2ccc(C(C)C)cc2)nnc1SCC(=O)Nc1ccc(F)cc1	-2	-5	63	11	1.3	0.1	-13	0.4	1
CC(N=C(NC#N)Nc1ccncc1)C(C)(C)C (centres undefined)	-4	-16	-4&21	11	0.6	0.1	nt	0.6	-3
CC1CCCCN1S(=O)(=O)c1ccc(C(=O)Nc2ccccc2-c2nc3ccccc3s2)cc1 (centres undefined)	-12	-13	-15	17	3.3	0.4	nt	-0.7	0
Cc1ccccc1-n1c(=O)cc(NCc2ccc3c(c2)OCO3)[nH]c1=O	-5	-6	38	1	0.7	-0.1	-3	0.1	0
CN(C)c1c2ccccc2nc2c(F)c(F)c(F)c(F)c12	-13	-74	70*	nt	-14	1.3	-4	0.0	102
O=C(Nc1ccc(-c2cn3c(n2)SCC3)cc1)c1ccco1	-22	-19	-8	17	-2.8	0.4	-22	1.1	3
Cc1ccc2nc(N(CCCN(C)C)C(=O)CCc3ccccc3)sc2c1	-12	3	42	16	3.9	1.7	-6	-0.5	1
CN(CC(=O)Nc1ccc(F)c(Cl)c1)S(=O)(=O)c1cccc2nsnc12	-9	-22	41	2	-1.0	-1.5	-4	0.8	-1
COc1cc2nc(Cl)nc(NCCO)c2cc1OC	7	-13	-12	-7	0.0	-0.4	-13	1.7	-1
Cc1ccc(N2C(=O)CC(Sc3nc4ccccc4o3)C2=O)cc1Cl (centres undefined)	-24	-16	8	21	-22	0.8	-19	1.5	27
Cc1ccc2cc(CN(CCCN(C)C)C(=O)NCc3ccccc3)c(=O)[nH]c2c1C	-6	-1	74*	21	2.8	0.7	-15	0.3	0

Ordered by the number under TRPML3 ag (low to high): three from the list above
mol	TRPML3 ag
Clc1cccc(-c2ccc(C=Nc3ccc(N4CCOCC4)cc3)o2)c1Cl	-0.9
CCCOP(=O)(OCCC)C(Nc1ccc(C(C)C)cc1)c1ccc([N+](=O)[O-])cc1 (centres undefined)	0.3
CC(COc1cccc2ccccc12)CN1CCN(C)CC1 (centres undefined)	1.0
